Compound activity deposited in PubChem by National Center for Advancing Translational Sciences (NCATS).
ERG Ets-DNA blk: inhibitors of human ERG Ets domain-DNA interaction; P11308; fluorescence polarization, His-ERG Ets domain / labelled DNA; Potency, µM (series often up to 76.9 µM), for inactives: top-dose FP activity, negative = inhibition, actives largely listed as inhibitors; hit rate 0.028% among 370,000; active = well fitted inhibition curve with a large enough effect in the polarisation, with a control signal flat; inconclusive = small, poorly fitted or top-dose-only effect, or effect the other way, or a change in a side signal; inactive = no such curve, though single readings can be large or run the other way; the % refers to the polarisation;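 also: polarization taken with two DNA probes labelled with fluorescein and Texas red; potency is read from the fitted curve at half-maximal effect; % of control where 0% means no effect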
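His-tagged ERG Ets domain (1 uM in the protein solution; 300mM KCl, 50mM Tris-HCl, 1mM EDTA, 1mM DTT, pH 7.5) received compound, then a probe mix of 5 nM fluorescein-DNA and 100nM Texas-615-DNA. Fluorescence polarization was read for both dyes.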
BAZ2B inh: inhibitors of human BAZ2B bromodomain; AlphaScreen BAZ2B-H3K14Ac peptide displacement; Potency, µM (titrated, usually from 114 µM), for the others: at the top dose activity change, negative = inhibition, hits mostly inhibitors; hit rate 4.4% among 360,000; AID 504333; also: potency is read from the fitted curve at half-maximal effect; % is scaled to controls: 0 for no effect and ±100 for the full control effect; nearly all actives have a fitted effect of over 60% in size
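Compounds, titrated to a top concentration of 110 uM, were incubated 30 min at room temperature with preformed BAZ2B/acetyl-K14 H3 peptide complex (50 nM each). Proximity signal was measured by AlphaScreen after 20 min with beads.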
PI4K2A inh: inhibitors of human PI4K2A; hit rate 0.13% among 420,000; Q9BTU6; activity change, negative = inhibition, % at 76.9 µM; purified PI4K2A, ADP-Glo luminescence, 1 h; active compounds read low; in the data active = activity change below about -50%; inconclusive = mostly about -30% to -49%;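 also: -100% = wells without enzyme as full effect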
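In this quantitative HTS, ADP production by PI4K2A was quantified luminescently after 1 h at ambient temperature; 100 microM adenosine served as plate-quality control.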
12-LOX inh: blocks human arachidonate 12S-lipoxygenase; purified 12hLO, xylenol orange hydroperoxide absorbance; Potency, µM (titrated, usually from 108 µM), for inactives: top-dose activity change, negative = inhibition, usual class: inhibitors; hit rate 1.1% among 580,000; AID 1671190; also: potency is read from the fitted curve at half-maximal effect; % is scaled to controls: 0 for no effect and ±100 for the full control effect
Target sequence (P18054 whole entry, looked up): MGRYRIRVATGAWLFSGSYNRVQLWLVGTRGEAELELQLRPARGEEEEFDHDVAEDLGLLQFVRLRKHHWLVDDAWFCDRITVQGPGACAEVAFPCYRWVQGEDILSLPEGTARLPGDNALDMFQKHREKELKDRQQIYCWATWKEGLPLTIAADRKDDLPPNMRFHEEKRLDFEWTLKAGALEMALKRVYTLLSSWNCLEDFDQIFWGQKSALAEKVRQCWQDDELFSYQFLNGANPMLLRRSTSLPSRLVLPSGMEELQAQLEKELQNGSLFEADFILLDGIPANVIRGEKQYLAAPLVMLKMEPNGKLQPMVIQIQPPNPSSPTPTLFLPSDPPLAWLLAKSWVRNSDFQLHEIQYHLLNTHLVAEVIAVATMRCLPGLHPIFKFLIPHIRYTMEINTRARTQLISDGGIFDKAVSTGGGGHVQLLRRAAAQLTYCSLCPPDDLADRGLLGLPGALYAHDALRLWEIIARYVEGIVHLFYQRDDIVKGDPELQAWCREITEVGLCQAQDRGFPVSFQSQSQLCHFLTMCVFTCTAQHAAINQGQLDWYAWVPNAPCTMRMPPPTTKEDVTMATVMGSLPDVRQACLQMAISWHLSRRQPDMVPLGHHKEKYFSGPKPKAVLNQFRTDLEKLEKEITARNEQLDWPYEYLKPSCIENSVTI
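Purified human 12hLO at 150 nM in 25 mM Hepes, 0.01% Triton X-100, pH 7.0, preincubated 15 min at room temperature with compound. Reaction started with 40 uM arachidonic acid, 30 min at room temperature. Hydroperoxide measured by Fe-xylenol orange, 573/405 nm absorbance ratio.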
JMJD2A Tudor: inhibitors of human JMJD2A Tudor domain | hit rate 4.4% among 390,000 | O75164 | Potency, µM (doses to about 114 µM), without a hit: top-dose activity change, negative = inhibition, hits mostly inhibitors | AlphaScreen JMJD2A-Tudor / H3K4me3 peptide binding | AID 504339; also: potency is read from the fitted curve at half-maximal effect; % is scaled to controls: 0 for no effect and ±100 for the full control effect; nearly all actives have a fitted effect of over 50% in size
GLS inh: blocks human kidney-isoform glutaminase activity; O94925; GLS enzymatic activity, qHTS titration; Potency, µM (top dose mostly 45.5 µM), without a hit: at the highest dose activity change, negative = inhibition, most hits filed as inhibitors; hit rate 0.21% among 410,000; AID 624170; also: potency is read from the fitted curve at half-maximal effect; % is scaled to controls: 0 for no effect and ±100 for the full control effect
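hKGA in 45 mM KH2PO4 pH 8.2, 0.02% Tween-20 with pin-transferred compounds; 1 mM L-glutamine (stock) plus glutamate oxidase/HRP/Amplex Red coupling added. Fluorescence read initially and after 30 min at RT.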
HP1b binding inh: inhibitors of HP1-beta chromodomain binding to methylated histone tails; Potency, µM (highest dose often 114 µM), without a hit: top-dose activity change, negative = inhibition, actives largely listed as inhibitors; AID 540317; P83916; AlphaScreen HP1-beta / biotin-H3K9me3 peptide binding; hit rate 0.56% among 390,000; also: potency is read from the fitted curve at half-maximal effect; nearly all actives have a fitted effect of over 70% in size; inactives centre near 23
Target sequence (P83916 whole entry, looked up): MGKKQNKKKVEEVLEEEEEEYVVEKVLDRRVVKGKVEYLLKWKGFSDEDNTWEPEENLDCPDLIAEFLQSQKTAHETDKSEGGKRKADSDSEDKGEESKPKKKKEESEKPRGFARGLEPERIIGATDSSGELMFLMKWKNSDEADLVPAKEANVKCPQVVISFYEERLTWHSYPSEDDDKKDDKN
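Compound inhibition of the preformed complex between 50 nM HP1-beta and 50 nM biotinylated H3K9me3 peptide was read by AlphaScreen. Buffer was PBS pH 7.4 with 0.01% Tween-20. Incubations ran 30 min at room temperature, with 10 ug/mL donor/acceptor beads.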
RGS4 inhibitor: blocks human RGS4-accelerated GTP hydrolysis; Transcreener GDP fluorescence polarization, RGS4-accelerated GTP hydrolysis; hit rate 0.039% among 390,000; Potency, µM (titrated, usually from 114 µM), inactives show top-dose activity change, negative = inhibition, hits mostly inhibitors; P49798; also: potency is read from the fitted curve at half-maximal effect; % is scaled to controls: 0 for no effect and ±100 for the full control effect; nearly all actives have a fitted effect of over 75% in size; some results filed as inactive show a strong effect at the top dose
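MLSMR compounds (23 nl, pin-transferred) preincubated 10 min at room temperature with a 500nM (2x) first reagent, then RGS4 at 900nM (2x) plus Transcreener GDP mix added; fluorescence polarization (620/688 nm) read before and after 90 min at 30 °C.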
G9a inh: G9a (human) methyltransferase inhibition. G9a H3K9 monomethylation, AlphaScreen, 2 h. AID 504332. Q96KQ7. Potency, µM (series often up to 102 µM), for inactives: at the top dose activity, negative = inhibition, most hits filed as inhibitors. hit rate 8.8% among 350,000; also: potency is read from the fitted curve at half-maximal effect; % is scaled to controls: 0 for no effect and ±100 for the full control effect; nearly all actives have a fitted effect of over 75% in size
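Chemiluminescent proximity detection of H3K9 monomethylation, read after 10 min bead incubation in the dark. Reaction: 20 nM G9a, 500 nM biotin-H3K9 peptide, 20 uM SAM cofactor, 2 h, room temperature, following 15 min enzyme-compound preincubation.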
Starred values were filed as active, the others as inactive; ? = inconclusive; · = not tested or not shown; & = joins results of further samples; [ ] = dose if it differs, or a comment. Unless noted, calls follow the shape of the dose curve; as a rule, active = well fitted curve in the direction sought with a large enough effect; inconclusive = small, poorly fitted or top-dose-only effect, or another doubt; inactive = no such curve, though single readings can be large; an effect the other way counts as inactive or inconclusive.

no.	ERG Ets-DNA blk	BAZ2B inh	PI4K2A inh	12-LOX inh	JMJD2A Tudor	GLS inh	HP1b binding inh	RGS4 inhibitor	G9a inh	structure
1	2%	-1%	-4	-8%	5%	-2%	45%[activator]	-1%	-2%[59 µM]	Cc1nc(N2C(=O)c3oc4ccccc4c(=O)c3C2c2cccc(OCCC(C)C)c2)sc1C (stereo not drawn)
2	-6%	9%	0	-3%	-1%	4%	0%	4%	7%[12.7 µM]	CCOC(=O)c1sc(=S)n(CC)c1NC(=O)CC
3	-1%	-6%	0	-35%&3%	11%[57.1 µM]	11%	49%[activator]	-5%	3%[59 µM]	CCCCN(C)CCC(=O)Nc1ccc(Cl)cc1
4	11%	-11%	4	-4%	-15%	3%	23%	26%	18%[59 µM]	O=C(CCCn1c(SCC(=O)NCCc2ccccc2)nc2ccccc2c1=O)NCC1CCCO1 (stereo not drawn)
5	-13%	-1%	-6	5%	-9%	16%	37%	19%	-2%[59 µM]	Cc1cccc(C)c1NS(=O)(=O)c1ccc(-c2ccc(=O)[nH]n2)o1
6	1%	30%[activator]	-6	34%[activator]	-22%	0%	4%	3%	-5%[0.501 µM]	Cn1c(=O)[nH]c(=O)c2c1nc(NCCN)n2CCOc1ccccc1
7	8%	-23%	-4	-18%	-26%	11%	2%	4%	-45%[59 µM]	CCCOc1ccc(CN(C(=O)c2cc(=O)c3ccc(C)cc3o2)C2CCS(=O)(=O)C2)cc1 (stereo not drawn)
8	-12%	-25%	-2	0%	?	3%	4%	1%	-7%[59 µM]	CCCN1CCC(=O)N([C@H](CSc2ccc(Br)cc2)Cc2ccccc2)CC1
9	-10%	?	-3	?	-33%	7%	-6%	-20%	8.9µM*	COc1ccc(-c2cn(-c3ccccc3)c(=S)[nH]2)cc1OC
10	6%	70%[activator]	-4	-2%	50%[activator]	16%	92%[activator]	-13%	116%[activator][59 µM]	Fc1ccc(C(NCCc2ccc(Cl)cc2)c2nnc(-c3ccccc3Cl)o2)cc1 (stereo not drawn)
11	3%	8%	-2	-2%	-11%	6%	2%	17%	-49%[2.33 µM]	CCN(CC)S(=O)(=O)c1ccc(NC(=O)C(C)N(c2ccc(OC)cc2)S(C)(=O)=O)cc1 (stereo not drawn)
12	-3%	-31%	1	0%	-4%	8%	68%[activator]	-32%	2%	O=[N+]([O-])c1ccc(S(=O)(=O)Nc2ccncc2)cc1
13	3%	-22%	-3	-10%	-12%	-1%	25%	10%	-32%	COc1ccc(OCC(=O)Nc2ccc(S(=O)(=O)N3CCN(C)CC3)cc2)cc1
14	0%	·	-6	-12%	3%	6%	12%[57 µM]	0%	·	CSc1ncnc2[nH]ccc12
15	9%	?	-1	0%	-24%	28%	?	-33%	?	CCN1C(=O)/C(=C2/C=CC=CN2C)SC1=S
16	-19%	·	-3	-4%	-22%	5%	45%[activator]	4%	·	COc1ccc(S(=O)(=O)Nc2cccc3c2O[C@H](CN(C)Cc2ccncc2)[C@@H](C)CN([C@H](C)CO)C3=O)cc1
17	4%	12%	6	46%[activator][57.4 µM]	-4%	19%	33%	-5%	-16%	CC(=O)N1CCN(C(=O)CCc2c[nH]c3ccccc23)CC1
18	-7%	-7%	-2	213%[activator]	-18%	7%	39%[activator]	11%	-4%	COc1ccc(C2CC(c3ccc(Br)cc3)=NN2C(=O)CCC(=O)O)cc1OC (stereo not drawn)
19	16%	-2%	-1	0%	1%	-10%	24%	14%	-3%	Cc1cc(C)cc(Nc2nc3ccccc3c(=O)[nH]2)c1
20	-1%	-1%	-2	-1%	-6%	-2%	37%	3%	-36%	CCC(=O)NC(=S)Nc1cc(C(=O)O)ccc1OC
21	·	·	-1	9%	-7%	15%	29%	12%	·	CCCC1(c2ccsc2)NC(=O)NC1=O (stereo not drawn)
22	-3%	-5%	1	-11%	3%	4%	31%	-37%	-29%	COCCN(C(=O)CSc1nc2nc(C)cc(C)n2n1)c1c(N)n(Cc2ccccc2)c(=O)[nH]c1=O
23	-2%	10%	0	-4%	7%	1%	51%[activator]	-17%	22%	CCOC(=O)N1CCN(C(=O)c2cccn3c(=O)c4cc(Br)ccc4nc23)CC1
24	-3%	1%	4	0%	-21%	0%	16%	4%	16%	O=C(Nc1cc(Cl)cc(Cl)c1)C1CCC(=O)N1Cc1ccccc1Cl (stereo not drawn)
25	-1%	5%	-2	3%	-9%	-3%	42%[activator]	-4%	-14%[59 µM]	Cc1cccc(OCCSc2nc3ccccc3n2CC(=O)N2CCOCC2)c1
26	10%	-6%	1	23%	16%	4%	56%	?	1%[12.7 µM]	CC(=O)c1cc2c(cc1NC(=O)CSc1ccc(S(=O)(=O)N(C)C)cn1)OCO2
27	-1%	6%	-2	0%	-8%	4%	12%	-9%	?	COC(=O)C1CCN(C(=O)COC(=O)c2cccc(NS(=O)(=O)c3ccccc3)c2)CC1
28	-7%	-29%	0	-5%	-33%	12%	?	6%	11µM*	CCOC(=O)c1c(N)sc2c1CCC(CC)C2 (stereo not drawn)
29	-16%	·	-16	17%	-12%	-3%	16%	-2%	·	CC(C)[C@@H](N)C(=O)NC[C@H]1O[C@@H](n2cnc3c(N)ncnc32)[C@H](O)[C@@H]1O
30	0%	1%	-1	-11%	-4%	-14%	21%[57 µM]	-26%	0%[59 µM]	Cc1ccc(-n2nc(C(=O)N3CCC(C)CC3)c(=O)n(C)c2=O)cc1
31	-3%	0%	1	-2%	-5%	-12%	60%[activator]	-45%	-1%	COc1ccc(CC(=O)NCc2nnc(SCC(=O)Nc3ccc(OC)cc3)n2C)cc1
32	0%	8%	-7	?	-33%	0%	-9%	-35%	17%	Cc1cc(C)n2nc(SCC(N)=O)nc2n1
33	5%	20%	1	0%	-1%	-3%	37%	32%	-2%	COc1ccc(-n2nc3ccccc3n2)cc1
34	-4%	-10%	2	0%	1%	23%	63%[activator]	-31%	?	CCOC(=O)c1[nH]c(=O)[nH]c1CSc1nc(C)cc(C)n1
35	-4%	10%	-3	13%	-17%	17%	14%	-17%	26%[59 µM]	Cc1c(NS(=O)(=O)c2ccc3c(c2)OCCO3)cccc1-c1nc2cccnc2s1
36	9%	-13%	-5	-12%	-2%	5%	16%	-3%	1%	O=C(NCCCN1CCCC1=O)C1CCCO1 (stereo not drawn)
37	-2%	-20%	5	0%	-18%	2%	22%	27%	-28%	CCn1cc(CN2CCCC(CNS(=O)(=O)Cc3ccccc3)C2)cn1 (stereo not drawn)
38	0%	?	4	?	?	?	26%	-28%	50µM*	c1ccc(C2NCCn3cccc32)cc1 (stereo not drawn)
39	0%	-26%	2	19%	-23%	3%	24%	-27%	-37%	CC(=O)Nc1ccc(S(=O)(=O)N2CCN(c3cccc(C)c3C)CC2)cc1
40	·	14%	-2	0%	-5%	-3%	8%	-13%	-49%[2.33 µM]	O=C(c1ccco1)N1CCN(S(=O)(=O)c2cccs2)CC1
41	-7%	8%	6	-6%	?	-11%	-3%	?	0%	O=C(COc1ccc(Cl)cc1)NCc1ccc(F)cc1
42	-1%	·	0	-17%	-19%	-13%	26%	-21%	50µM*	COc1ccc(CCNC(=O)CS(=O)(=O)c2cn(CC(=O)N3CCOCC3)c3ccccc23)cc1OC

An excerpt from above in order of their number in BAZ2B inh, ascending:
no.	ERG Ets-DNA blk	BAZ2B inh	PI4K2A inh	12-LOX inh	JMJD2A Tudor	GLS inh	HP1b binding inh	RGS4 inhibitor	G9a inh	structure
36	9%	-13%	-5	-12%	-2%	5%	16%	-3%	1%	O=C(NCCCN1CCCC1=O)C1CCCO1 (stereo not drawn)
34	-4%	-10%	2	0%	1%	23%	63%[activator]	-31%	?	CCOC(=O)c1[nH]c(=O)[nH]c1CSc1nc(C)cc(C)n1
31	-3%	0%	1	-2%	-5%	-12%	60%[activator]	-45%	-1%	COc1ccc(CC(=O)NCc2nnc(SCC(=O)Nc3ccc(OC)cc3)n2C)cc1
35	-4%	10%	-3	13%	-17%	17%	14%	-17%	26%[59 µM]	Cc1c(NS(=O)(=O)c2ccc3c(c2)OCCO3)cccc1-c1nc2cccnc2s1
40	·	14%	-2	0%	-5%	-3%	8%	-13%	-49%[2.33 µM]	O=C(c1ccco1)N1CCN(S(=O)(=O)c2cccs2)CC1

This is a subset, so the mix of outcomes need not match the whole.
